Screening results (PubChem BioAssay)
GPR55 LPI antagonism: GPR55 antagonists blocking LPI-driven arrestin recruitment, primary screen, imaging, U2OS, beta-arrestin-GFP, LPI agonist (AID 2013); 290,000 tested, 0.13% active; U2OS GPR55 beta-arrestin-GFP translocation imaging, LPI antagonism; higher % means a stronger effect; inhibition, % at 10 µM, or IC50 in µM where a hit was titrated;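 active = spots per cell inhibited over 60%, with over 100 cells counted and total cytoplasm intensity under 500,000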;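 note: U2OS cells stably carrying GPR55 and arrestin-GFP stimulated by 5 µM LPI near EC80; imaged beta-arrestin-GFP aggregate spots per cell after agonist stimulation; plate controls were LPI-stimulated DMSO wells for no effect and DMSO wells without LPI for full effect; some results filed as inactive read as strong as hits; confirmed hits need IC50 under 10 µM and bright autofluorescent wells are also inconclusive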
PhoP inhibition: PhoP-dependent GFP reporter repression – Salmonella Typhimurium, primary screen (AID 1863); S. Typhimurium PhoP-regulated promoter GFP reporter, 4 h; higher % means a stronger effect; inhibition, % at 50 µM, or IC50 in µM where a hit was titrated; 300,000 tested, 0.16% active;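 active = inhibition over 29.93%, a cutoff 3 SD above the screen mean, later confirmed by dose response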;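 note: 0% = low Mg2+ inducing control and 100% = high Mg2+ repressing control; strong numbers were not always called active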
NTR1 agonist: agonists of NTR1, primary screen, imaging, U2OS cells, beta-arrestin-GFP, high content (AID 493036) | P30989 | NTR1-U2OS beta-arrestin-GFP spot imaging, agonist mode | activation, % at 20 µM | 330,000 tested, 0.17% active;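 active = activation at or above 40% of the spot to cytoplasm intensity ratio, with at least 20 cells analyzed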;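 note: 0% = DMSO without peptide and 100% = 100 nM NTR1 peptide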
Target sequence (P30989 whole entry, looked up): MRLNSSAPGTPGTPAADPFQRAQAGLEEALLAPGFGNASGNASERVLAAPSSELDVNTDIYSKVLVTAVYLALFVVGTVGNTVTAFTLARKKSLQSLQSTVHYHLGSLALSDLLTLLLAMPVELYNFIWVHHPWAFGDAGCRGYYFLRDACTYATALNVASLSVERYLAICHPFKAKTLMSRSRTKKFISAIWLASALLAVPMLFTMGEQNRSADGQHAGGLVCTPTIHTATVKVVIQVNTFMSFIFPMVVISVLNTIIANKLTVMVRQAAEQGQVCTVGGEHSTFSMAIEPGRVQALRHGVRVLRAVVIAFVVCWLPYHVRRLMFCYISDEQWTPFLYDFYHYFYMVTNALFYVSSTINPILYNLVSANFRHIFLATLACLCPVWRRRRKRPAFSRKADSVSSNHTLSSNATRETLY
KOR beta-arrestin-1: KOR antagonists, beta-arrestin recruitment, cell-based, luminescence, uHTS (AID 1778); 290,000 tested, 0.091% active; one-dose inhibition, % at 10 µM; IC50 in µM for titrated hits; KOR beta-arrestin recruitment, luminescence, antagonist mode; higher % means a stronger effect; in the data active = inhibition above about 50%; note: strong numbers were not always called active
West Nile virus CPE: West Nile virus antiviral activity, cell-based, CPE readout (AID 1621) | West Nile virus-infected cells, CPE inhibition; higher % means a stronger effect | CPE inhibition, % at 10 µM; hits with a dose series show IC50 in µM | 290,000 tested, 0.02% active; in the data active = a potency from the dose series; note: strong numbers were not always called active
GPR55 activation: selective activators of receptor GPR55 – imaging, U2OS cells, beta-arrestin-GFP redistribution, primary screen (AID 1961). 290,000 tested, 0.048% active. U2OS GPR55 beta-arrestin-GFP redistribution imaging; higher % means a stronger effect. activation, % at 10 µM; hits with a dose series show EC50 in µM;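 active = activation above 40% with more than 50 cells counted in the well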;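 note: U2OS osteosarcoma cells stably expressing GPR55 and beta-arrestin-GFP; plate controls were DMSO negative control for no effect and LPI positive control for full effect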
T cell HTS: T cell immune modulation candidate. 2C CD8+ T cell-vesicle binding, flow cytometry; hits give low values. calls only at 7 µM. 330,000 tested, 0.068% active;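 active = response, share of CD8 T cells binding vesicles, and their 90th percentile fluorescence all below set limits, cut at about 80% in these data, passing the limit was not always enough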
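Assay system – 2C mouse CD8+ T cells · Also added – QL9-loaded Drosophila micro-vesicles · Timing – Cell–vesicle co-incubation 1.5 h at 37 °C, staining 20 min on ice · Signal – flow cytometry of vesicle-bound cells · Measure – percent CD8+ FL2 mean versus row control · Controls – Peptide-free naked vesicles (low) and QL9 vesicles with 0.7% DMSO vehicle (high)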
GPR35 arrestin U2OS: GPR35 antagonists blocking zaprinast-driven arrestin recruitment, primary screen, imaging, U2OS, beta-arrestin-GFP, zaprinast agonist (AID 2058). U2OS GPR35 beta-arrestin-GFP translocation imaging, zaprinast antagonism; higher % means a stronger effect. inhibition, % at 10 µM; hits with a dose series show IC50 in µM. 290,000 tested, 0.052% active;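 active = inhibition of at least 50% with at least 30 cells and total cytoplasm GFP at most 10,000,000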
KOR beta-arrestin-2: kappa opioid receptor activators – cell-based, luminescence, uHTS, primary screen (AID 1777) | KOR beta-arrestin recruitment, luminescence; higher % means a stronger effect | one-dose activation, % at 10 µM; EC50 in µM for titrated hits | 280,000 tested, 0.02% active; in the data active = activation above about 50%, passing the limit was not always enough; note: a part of the inactive calls stands beside numbers as strong as those of hits
T cell HTS vesicle-bound %: also measured in T cell HTS; calls as there; double positive events, %; measured here: CD8+ vesicle-bound cell fraction;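 binding gate set so that unloaded-vesicle control wells show 10% double positive cells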
NTR1 agonist cell count 20 µM: second read-out of NTR1 agonist, no call of its own (marks repeat the call); cell count; measured here: cell count, cytotoxicity flag
Active calls of the source: *; i = inactive; / = not tested or not shown; [ ] = another dose, or the depositor's remark.

SMILES	GPR55 LPI antagonism	PhoP inhibition	NTR1 agonist	NTR1 agonist cell count 20 µM	KOR beta-arrestin-1	West Nile virus CPE	GPR55 activation	T cell HTS	T cell HTS vesicle-bound %	GPR35 arrestin U2OS	KOR beta-arrestin-2
N=C1C(c2ccccc2)=C(O)CN1c1cccc(S(N)(=O)=O)c1	-11%	-6%	-0.7	110	-24%	-0.2%	0.2%	i	66	6%	1.5%
O=C(Nc1ccccc1)c1cccc(N2C(=O)C3C4C=CC(C4)C3C2=O)c1 (stereo unspecified)	-14%	-7%	0.5	74	13%	-1.1%	-0.2%	i	25	8%	4.4%
O=C1NCCCCC1NS(=O)(=O)c1cccc(C(F)(F)F)c1 (stereo unspecified)	15%	1%	-0.9	86	13%	0.0%	0.4%	i	46	-12%	-3.9%
COC(=O)c1ccc2[nH]c(C(C)(C)O)c(C)c2c1	-1%	0%	-2.9	92	-9%[20 µM]	-1.1%	-0.3%	i	26	3%	-3.6%
O=C(CSc1ncccn1)Nc1cc(Cl)ccc1[N+](=O)[O-]	7%	8%	-0.3	61	-13%	-1.2%	-0.2%	i	18	-1%	-2.6%
C=CCNC(=O)CSc1nc2cc(C(=O)OCC)ccc2n1CC	-2%	0%	1.4	68	-8%	-0.7%	-0.1%	i	6	0%	0.2%
O=C(CSc1nc(-c2ccccc2)cs1)NCCN1C(=O)CSC1=O	9%	6%	-1.2	55	14%	0.6%	-0.4%	i	52	-2%	-1.6%
O=C(Nc1cccc(C(F)(F)F)c1)C(SCCO)c1ccccc1 (stereo unspecified)	14%	-5%	3.5	58	11%	-0.7%	-0.1%	i	19	2%	-2.8%
Nc1c(C(=O)NC2CCCCC2)nsc1C(=O)OCC(=O)NC1CCCCC1	12%	-6%	0.1	78	-22%	0.4%	-0.1%	i	30	2%	1.4%
O=C(O)c1[nH]c2ccc(Cl)cc2c1CCN1C(=O)c2ccccc2C1=O	10%	-2%	1.2	58	-26%	-0.1%	0.4%	i	46	3%	0.3%
CCCc1ccc(OCCNC(=O)c2ccccc2Br)cc1	/	3%	1.2	51	-25%	-1.4%	-0.2%	i	56	8%	0.0%
Cc1nc2c3ccccc3n(Cc3ccccc3F)c2s1	35%	10%	0.9	83	/	-0.8%	-0.4%	i	64	11%	1.7%
CC(/C=C/c1ccccc1)=N/NC(=O)CCC(=O)Nc1ccccc1C	-9%	-20%	0.8	51	/	-0.5%	-0.1%	i	35	4%	/
CSc1ccc(C#N)cc1NC(=O)c1ccccc1	-5%	-10%	0.1	111	-8%	0.0%	-0.1%	i	35	3%	-4.2%
COC(=O)c1ccc(Cc2ccccc2)o1	5%	10%	-0.7	55	-40%	-0.1%	0.1%	i	32	2%	1.7%
Cc1nn(C)cc1CN(C)C(=O)c1cc(-c2ccccc2)nc2ccc(Br)cc12	-8%	3%	2.7	60	-35%	1.1%	0.2%	i	9	30%	-5.1%
COc1ccc(NC(=O)CCCCCN2C(=O)[C@@H]3Cc4ccccc4CN3C2=O)cc1Cl	8%	-4%	0.9	69	-17%	-1.1%	0.3%	i	6	-6%	-0.9%
COc1ccccc1N1CCN(C(=O)CSc2ccc3c(C)cc(C)nc3n2)CC1	14%	-7%	2.1	56	4%	0.2%	0.0%	i	55	6%	-4.4%
Cc1[nH]nc2c1C(c1cccc(O)c1)C1=C(CC(C)(C)CC1=O)N2 (stereo unspecified)	4%	6%	-0.7	48	-16%	0.6%	0.4%	i	44	23%	-0.8%
O=C(CSc1ncc(-c2ccc(F)cc2)[nH]1)N1CCCCC1	16%	-9%	0.8	46	16%	-0.5%	-0.1%	i	37	4%	-5.0%
Cc1cccc(NC(=O)c2cccc(C(=O)Nc3cccc(C)c3)c2)c1	7%	0%	1.9	49	-26%	-0.5%	0.6%	i	27	1%	-3.6%
COc1ccc(C2CC(C(F)(F)F)n3ncc(C(=O)NCC4CCCO4)c3N2)cc1OC (stereo unspecified)	26%	2%	6.1	40	-11%	0.1%	-0.2%	i	40	8%	1.8%
O=C(CSc1nc(O)cc(=O)n1-c1ccccc1)Nc1ccc(Br)cn1	10%	-10%	-0.3	57	-43%[20 µM]	0.7%	-0.1%	i	53	10%	1.1%
CN(c1ccccc1)c1cc(=O)[nH]c(=O)[nH]1	4%	-2%	-0.5	71	6%	0.4%	-0.2%	i	8	-13%	-2.8%
CC(C)CNC(=O)c1ccccc1NC(=O)CN(c1ccccc1)S(=O)(=O)N(C)C	-2%	-8%	0.0	87	4%	-0.7%	-0.2%	i	66	-4%	/
Cc1ccc(C=Nc2ccccc2C(N)=O)s1	19%	43%	-1.4	52	-24%	0.0%	-0.4%	i	40	-12%	1.8%
O=C(O)CNC(=O)/C(=C\c1cccc([N+](=O)[O-])c1)NC(=O)c1ccco1	-11%	-10%	0.5	63	37%	0.2%	-0.1%	i	31	-10%	-1.2%
O=C(N=C1SC2CS(=O)(=O)CC2N1c1cccc(Cl)c1)C1CCCO1 (stereo unspecified)	-5%	-5%	0.9	72	-59%	1.2%	-0.1%	i	26	-6%	6.7%
CC1CCN(CC(=O)Nc2nc(-c3ccccc3)cs2)CC1	6%	14%	6.0	51	-36%[20 µM]	-0.2%	9.6%	i	46	-6%	5.1%
O=C1c2ccccc2NC2CCCCCN12 (stereo unspecified)	-5%	-3%	-0.2	79	13%	0.4%	-0.2%	i	51	-16%	-4.2%
COC(=O)CN1C(=O)S/C(=C/c2ccc(N3CCCCC3)o2)C1=O	47%	-21%	-4.8	81	24%	-0.8%	-0.1%	i	55	17%	-5.0%
CC(OC(=O)Cn1[nH]c(=O)c2ccccc2c1=O)C(=O)c1ccccc1 (stereo unspecified)	-1%	-5%	0.4	55	-28%	-0.1%	0.6%	i	51	-3%	2.6%
COCCNC(=O)c1ccccc1-c1nc(-c2ccccc2OC)no1	3%	10%	0.5	61	27%	0.0%	0.2%	i	5	-16%	2.5%
COc1cc(C(C(=O)NC2CCCCC2)N(Cc2ccco2)C(=O)c2cnccn2)cc(OC)c1OC (stereo unspecified)	3%	/	1.9	86	-38%[20 µM]	-1.1%	1.0%	i	40	5%	/
Cn1c(SCC(=O)N2CCCCCC2)nc2c([nH]c3ccccc32)c1=O	20%	5%	-1.1	82	1%	1.0%	-0.1%	i	62	23%	-1.4%
COc1cc(CNCCCO)ccc1OCC(=O)NC(C)(C)C	-12%	0%	4.9	71	-5%	0.3%	0.0%	i	30	-9%	6.5%
COc1ccc(C(C(=O)NC2CCCC2)N(CCO)C(=O)Cn2nnc(-c3ccc(C)o3)n2)cc1 (stereo unspecified)	-2%	-3%	0.0	50	1%	-0.6%	-0.1%	i	44	-14%	-1.9%
Oc1ccc(Cl)cc1CNc1cccc2cccnc12	13%	9%	1.7	56	-14%	-0.5%	-0.2%	i	64	5%	5.7%
CCOc1ccc(C(=O)Cc2cc(OC)c(OC)cc2[N+](=O)[O-])cc1	5%	0%	1.8	51	-28%	-0.4%	0.2%	i	40	7%	14%
Cc1cccc(N(C)C(=O)c2coc(=O)c3ccccc23)c1	16%	9%	1.3	55	-21%	0.2%	1.1%	i	17	-4%	-0.2%
O=c1cc(COc2ncnc3c(Cl)cc(Cl)cc23)nc2sccn12	9%	-11%	0.4	64	0%	-0.2%	-0.1%	i	24	-12%	-1.1%
COc1ccc(C2CC(c3ccc(F)cc3)Nc3nc(N)nn32)cc1 (stereo unspecified)	-5%	1%	2.1	56	-1%	-0.8%	-0.1%	i	68	-11%	1.0%
O=C(Nc1nc(-c2ccc(Cl)cc2)cs1)C1CCCO1 (stereo unspecified)	2%	3%	3.6	62	-5%	-0.9%	-0.5%	i	62	-1%	-0.7%
CC1(C)CC(=O)C/C(=N\NC(=O)c2cccs2)C1	1%	16%	2.5	46	4%	0.2%	0.2%	i	48	2%	10%
O=C(Nc1oc2ccccc2c(=O)c1-c1ccc(Br)cc1)c1ccco1	12%	-7%	-0.2	42	-30%	0.2%	-0.1%	i	26	-3%	4.1%
O=C(Nc1ccc(N2CCOCC2)cc1)C1CC(=O)N(c2ccc(Cl)cc2)C1 (stereo unspecified)	12%	2%	-0.8	66	-31%	-0.1%	0.0%	i	42	6%	5.0%
COc1cc(/C=N/N=C/c2c[nH]c(=O)c(C#N)c2Nc2ccccc2)ccc1O	3%	0%	-0.6	74	19%	0.3%	-0.1%	i	48	3%	1.5%
O=C(CN1CCCCCC1)Nc1cccc([N+](=O)[O-])c1	-1%	4%	0.1	54	14%	-1.2%	-0.2%	i	33	10%	-1.8%
CCCc1cc(=O)[nH]c(SCC(=O)N2N=C(c3ccc(Cl)cc3)CC2c2ccco2)n1 (stereo unspecified)	-7%	13%	1.3	57	-27%	-0.4%	-0.2%	i	5	7%	0.8%
Cc1ccc2oc(=O)c3cc(C(=O)N4CCN(C)CC4)sc3c2c1	-23%	-1%	-0.3	65	-3%	0.0%	-0.2%	i	25	3%	-1.8%
COC(=O)c1sc(NC(=O)COc2cccc3ccccc23)nc1C	0%	-4%	-1.9	90	-53%	0.2%	0.4%	i	28	5%	3.1%
O=S(=O)(c1ccc(N2CCCC2)cc1)C(F)(F)F	3%	5%	-0.4	43	-1%	0.2%	0.1%	i	51	4%	0.1%
COc1cc(O)cc2cc3c(c(O)c12)C(=O)CC(C)(O)O3 (stereo unspecified)	-7%	4%	-3.0	90	29%	0.6%	0.0%	i	45	-9%	-1.5%
CCOc1ccccc1N(CC(=O)NCCSc1ccccn1)S(=O)(=O)c1ccccc1	1%	6%	0.2	55	0%	-0.6%	0.6%	i	18	0%	-2.5%
O=C(O)c1oc2ccccc2c1CN1CCN(c2ccccc2)CC1	-4%	-6%	-0.9	48	-49%	0.6%	0.2%	i	15	2%	3.8%

Sorted by count of non-hydrogen atoms (high to low): three of the compounds above.
SMILES	GPR55 LPI antagonism	PhoP inhibition	NTR1 agonist	NTR1 agonist cell count 20 µM	KOR beta-arrestin-1	West Nile virus CPE	GPR55 activation	T cell HTS	T cell HTS vesicle-bound %	GPR35 arrestin U2OS	KOR beta-arrestin-2
CCCc1cc(=O)[nH]c(SCC(=O)N2N=C(c3ccc(Cl)cc3)CC2c2ccco2)n1 (stereo unspecified)	-7%	13%	1.3	57	-27%	-0.4%	-0.2%	i	5	7%	0.8%
O=C(O)c1oc2ccccc2c1CN1CCN(c2ccccc2)CC1	-4%	-6%	-0.9	48	-49%	0.6%	0.2%	i	15	2%	3.8%
COc1cc(O)cc2cc3c(c(O)c12)C(=O)CC(C)(O)O3 (stereo unspecified)	-7%	4%	-3.0	90	29%	0.6%	0.0%	i	45	-9%	-1.5%
